From PubChem
mouse EphA4 binding: EphA4 ligand-binding antagonists – biochemical, colorimetric, mouse EphA4, primary screen (AID 689); EphA4-AP binding to KYL peptide, pNPP A405; higher % means a stronger effect; inhibition, % at 10 µM, or IC50 in µM where a hit was titrated; 62,000 tested, 0.1% active; in the data active = a potency from the dose series; inactive = the rest, 99 in 100 with inhibition below about 22%
* hit, by the source's call. Only part of the results is shown; rates above refer to the full screens.

SMILES	mouse EphA4 binding
O=c1cc(O)n(-c2ccc(F)cc2)c(=S)[nH]1	3%
Cc1nnc(NC(=O)c2c(-c3ccccc3)noc2C)s1	-14%
Cc1cccc(OC(=O)NCCOC(=O)N(O)c2ccc(Cl)cc2)c1	-6%
CCOC(=O)C(C(=O)Nc1ccccc1C)C1CCCCC1 (centres undefined)	-4%
Cc1ccc(Oc2ccc(C(=O)NC3CCSC3=O)cn2)cc1 (centres undefined)	-7%
O=c1oc(-c2cccs2)nc2c1cnn2-c1ccccc1	0%
CCOc1ccc(-c2noc(CCC(=O)O)n2)cc1	-2%
Cc1ccc(Cn2c(C)cc3c(c2=O)C(c2cccs2)C(C#N)=C(N)O3)cc1 (centres undefined)	-4%
Cc1ccc(C)c(S(=O)(=O)Nc2ccc(Cl)cc2)c1	1%
O=C(Cc1ccccc1)NCC(=O)OCC(=O)c1cccs1	-6%
O=C(C1CCCCC1)N1CCN=C1SCc1cccnc1	-6%
C/C(=N\N=C1\NC(=O)C(CC(=O)Nc2ccc([N+](=O)[O-])cc2)S1)c1ccc(F)cc1 (centres undefined)	2%
O=C(/C=C/c1ccccc1)NC(=S)Nc1ccccc1	6%
COc1ccc2oc(-c3ccccc3C)cc(=O)c2c1	8%
O=S(=O)(NCCSc1ccc(Cl)cc1)c1ccc(F)cc1	-22%
O=C1c2ccccc2CC1Sc1nnc(-c2ccccn2)o1 (centres undefined)	1%
CCOc1c(OC(C)=O)ccc(/C=C2\N=C(SCC)SC2=O)c1[N+](=O)[O-]	-6%
O/N=C/c1cc(Cl)ccc1OCc1cccc2ccccc12	-6%
CN(Cc1ccccc1)Cn1[nH]c(=O)ccc1=O	-6%
O=C(NCCN1CCN(C(=O)NC2CCCCC2)CC1)NC1CCCCC1	-7%
Cc1ccc(C)c(-n2c(SCC(=O)N3CCCC3)nnc2-c2ccccn2)c1	-16%
Cn1c2c(c(=O)n(C)c1=O)C(NC(=O)c1cccs1)(C(F)(F)F)C(=O)N2 (centres undefined)	-5%
Cc1cc(C(F)(F)F)n(-c2nc(C(=O)Nc3ccccc3Oc3ccccc3)cs2)n1	-7%
O=C1CSC(c2ccccc2)N1CC12CC3CC(CC(O)(C3)C1)C2 (centres undefined)	-13%
CCC1CCCCN1C(=O)CSc1nnc(-c2ccc(Cl)cc2)o1 (centres undefined)	-8%

Continued (4 carried over from the part before).
SMILES	mouse EphA4 binding
Cn1c2c(c(=O)n(C)c1=O)C(NC(=O)c1cccs1)(C(F)(F)F)C(=O)N2 (centres undefined)	-5%
Cc1cc(C(F)(F)F)n(-c2nc(C(=O)Nc3ccccc3Oc3ccccc3)cs2)n1	-7%
O=C1CSC(c2ccccc2)N1CC12CC3CC(CC(O)(C3)C1)C2 (centres undefined)	-13%
CCC1CCCCN1C(=O)CSc1nnc(-c2ccc(Cl)cc2)o1 (centres undefined)	-8%
O=C1C(=O)N(c2ccccn2)C(c2cccc(Cl)c2)/C1=C(\O)c1ccc(Cl)cc1 (centres undefined)	-9%
COc1cc2cc(CN(Cc3nnnn3Cc3ccco3)C3CCCCC3)c(=O)[nH]c2cc1OC	-6%
Cn1cc(-c2nnc(-c3ccccc3)o2)c2ccccc21	-1%
Cc1nnc(SCC(=O)Nc2ccc3c(c2)OCO3)o1	-10%
CCOC(=O)CSc1nnc(N)s1	11%
C=CCn1c(SCC(=O)NCc2ccc3c(c2)OCO3)nnc1C1COc2ccccc2O1 (centres undefined)	-3%
Cc1ccc2nc(NC(=O)CSc3nc(C)cc(=O)[nH]3)sc2c1	-1%
CC(C)(O)c1nnn(-c2ccccc2)c1C(F)(F)F	-5%
Cc1oc2ccccc2c1/C=N/n1cnc2sc3c(c2c1=O)CCCC3	-10%
COc1ccc(C(=O)Nc2ccccc2C(=O)N(Cc2ccco2)C(C(N)=O)C(C)C)cc1 (centres undefined)	-9%
Cc1ccc(Nc2cc(=O)[nH]c(=O)[nH]2)c(C)c1	5%
O=C(Nc1c(C(=O)Nc2cccc(Cl)c2)cnn1-c1ccccc1)c1ccccc1Cl	-7%
Cc1cc(NC(=O)c2cc(-c3cccc(Cl)c3)on2)no1	-4%
N#Cc1c(-c2cccc(F)c2)cc(-c2ccccc2)nc1Br	-21%
Cc1nc2nc(C)c(CCC(=O)Nc3ccc4c(c3)OCO4)c(C)n2n1	-16%
Cc1ccc2c(c1)cc(CN(Cc1ccc3c(c1)OCO3)C(=O)c1cnccn1)c1nnnn12	-4%
CC1CCN(S(=O)(=O)c2ccc3c(c2)c(=O)c(C(=O)NC2CCCC2)cn3C)CC1	5%
O=c1oc2ccccc2c(O)c1CN1CCCCC1	0%
CCCc1nc(N2CCCC2)c(C#N)c2c1CCCC2	1%
Cc1ccc(NC(=O)Cc2nnc(SCC(=O)c3ccc(Br)cc3)n2C)cc1	1%
CC(C)OC(=O)Nc1ccc(Oc2c(F)c(F)c(F)c(F)c2F)cc1	-8%
Cc1noc(C)c1CSc1nnc2cc(C)c3ccccc3n12	1%
O=C1CC(N2CCN(Cc3ccc4c(c3)OCO4)CC2)C(=O)N1Cc1ccc(N2CCCC2=O)cc1 (centres undefined)	-12%
Cc1cc(C)n2nc(SCC(=O)N/N=C/c3ccccc3F)nc2n1	5%
CCOC(=O)/C(C#N)=C1/C=CN(c2ccc(C)cc2)C=N1	-4%

More compounds follow:
SMILES	mouse EphA4 binding
CCOc1ccccc1C1C(C#N)=C(N)Nc2onc(-c3ccccc3)c21 (centres undefined)	0%
Cc1csc(NC(=O)CSc2nnc(-c3ccncc3)n2C)n1	-5%
CC(C)Cc1nnc(NC(=O)CCC(=O)N2CCN(c3ccccn3)CC2)s1	0%
Cc1c(N(CC(=O)O)S(=O)(=O)c2ccccc2)c(=O)n(-c2ccccc2)n1C	-3%
O=C1c2ccccc2C(=O)N1CCCCn1c(=O)oc2ccccc21	-5%
COc1cccc(CC(C(=O)Nc2cc(C)ccc2C)c2nn[nH]n2)c1OC (centres undefined)	-5%
Cn1cc(SCC(=O)N2CCN(c3ccccc3)CC2)c2ccccc21	4%
CCCCNC(=O)OC1CCS(=O)(=O)C1 (centres undefined)	-16%
CCSc1nc2ccccc2n1CC(=O)N1CCCCC1	0%
Fc1cccc(NC(=S)N2CCCCC2)c1	-10%
CCN(CC)S(=O)(=O)c1ccc(Cl)c(C(=O)NC2CCCC2)c1	-4%
Cc1cccc(NS(=O)(=O)c2ccc(C3CCCCC3)cc2)c1	0%
O=CNCC(=O)NC1CCCCCC1	-13%
Cc1cc(S(=O)(=O)N2CCN(Cc3ccccc3)CC2)c(C)s1	2%
COc1ccc(-n2nnnc2S(=O)(=O)CC(=O)N2CCCCC2)cc1	-12%
O=C(CSc1ncnc2c1oc1ccccc12)NC1CCCCC1	-10%
Cc1csc(/C(C#N)=N/O)n1	-10%
CCN(CC)CCCN(Cc1cc2ccc(C)c(C)c2[nH]c1=O)C(=O)NC1CCCCC1	-12%
COc1ccc(C2C(C#N)=C(N)Oc3n[nH]c(-c4ccccn4)c32)c(OC)c1OC (centres undefined)	17%
O=C(N/N=C/C=C\c1ccco1)c1cccnc1	-9%
CCOC(=O)/C(=C/c1c2ccccc2cc2ccccc12)NC(=O)c1ccccc1	7%
CC(C)=C1C(=O)NN(c2ccc(C)c(Cl)c2)C1=O	6%
Cc1cc(C(=O)Nc2c(C)nn(Cc3ccc(F)cc3)c2C)on1	10%
O=C(Oc1nn(-c2ccccc2)cc1C(=O)c1ccccc1)c1ccccc1	-6%
Cc1ccc(C(=O)CSc2nn3c(=O)c(C(C)(C)C)nnc3s2)cc1	1%

(cont.)
SMILES	mouse EphA4 binding
Cc1cccc(N(CC(=O)NC2CCCC2)C(=O)c2c(C)noc2C)c1	-16%
COc1ccccc1C(=O)Nc1c2c(nn1-c1cccc(C)c1C)CS(=O)C2 (centres undefined)	-16%
O=C(Nc1ncc2c(n1)-c1ccccc1CC2)c1cccc(Cl)c1	-9%
O=c1nc2c(-c3ccccc3F)n[nH]n2c2ccccc12	-10%
Cc1[nH]c(=O)[nH]c(=O)c1CSc1nnc([C@@H](NC(=O)OC(C)(C)C)C(C)C)o1	-23%
O=C(c1ccc2c(c1)OCO2)N1CCC(CN2C(=O)c3cccc4cccc(c34)C2=O)CC1	-14%
Cc1cnc(NC(=O)C2COc3ccccc3O2)s1 (centres undefined)	-2%
NC(=O)c1nc(C2CCCCC2)nc2c1[nH]c(=O)n2-c1ccc(F)cc1	12%
CCOc1ccc(NC(=O)COC(=O)Cc2ccc(S(=O)(=O)N3CCOCC3)s2)cc1	-32%
CCC(=O)/C=C1/Sc2ccc(OC)cc2N1CC	-10%
CC1(C)CC(=O)C(C2(C3=C(O)CC(C)(C)CC3=O)C(=O)Nc3ccccc32)C(=O)C1 (centres undefined)	4%
O=C(NC1=NCCS1)C1COc2ccccc2O1 (centres undefined)	30%
CCSc1nnc2c(n1)[nH]c1c(C)cccc12	-8%
COc1ccc2nc(NC(=O)CCNS(=O)(=O)c3ccc4c(c3)oc(=O)n4C)sc2c1	5%
CCOC(=O)Cn1c(=N)n(Cc2ccccc2)c2ccccc21	-8%
CC(C)(C)OC(=O)c1ccc([N+](=O)[O-])cc1	-5%
Cc1cc(OCC(=O)Nc2cc(-c3nn4c(C)nnc4s3)ccc2C)ccc1Cl	-18%
CCCCn1c(-c2ccncc2)nc2c1c(=O)[nH]c(=O)n2CC(C)C	-17%
O=C1CCCC2=C1C(c1ccc([N+](=O)[O-])cc1)C1=C(CCCC1=O)N2c1ccc(Cl)cc1	-15%
O=C(C1CCN(S(=O)(=O)c2cccc3cccnc23)CC1)N1CCCC1	-8%
Cc1ccc(C(=O)c2c(C)oc3c2C(=O)C(=O)c2ccccc2-3)cc1	17%
CCC(CC)C(=O)Nc1ccccc1-n1cccc1	-5%
Cc1ccc(S(=O)(=O)C(CC(=O)c2ccc(O)cc2)c2ccccc2)cc1 (centres undefined)	-5%
O=C(Cn1cc2c(n1)CCCCC2)NCc1ccccn1	1%
c1ccc(CNc2ncnc3sc4c(c23)CCC4)nc1	-1%

5 entries from above, sorted by the number in mouse EphA4 binding, ascending:
Structure,mouse EphA4 binding
CCCCn1c(-c2ccncc2)nc2c1c(=O)[nH]c(=O)n2CC(C)C,-17%
O=C1CCCC2=C1C(c1ccc([N+](=O)[O-])cc1)C1=C(CCCC1=O)N2c1ccc(Cl)cc1,-15%
CCC(=O)/C=C1/Sc2ccc(OC)cc2N1CC,-10%
O=C(Nc1ncc2c(n1)-c1ccccc1CC2)c1cccc(Cl)c1,-9%
CCOC(=O)Cn1c(=N)n(Cc2ccccc2)c2ccccc21,-8%

Next structures:
SMILES	mouse EphA4 binding
COC(=O)c1cc(-c2ccc(/C=C3/N=C(c4ccccc4)OC3=O)o2)ccc1Cl	-6%
O=C(Oc1ccc2c(-c3ccccc3)cc(=O)oc2c1)c1ccccc1Cl	4%
O=C1/C(=C/c2cccc([N+](=O)[O-])c2)SC(=S)N1c1ccc(F)cc1	-6%
COCCn1nnnc1C(c1cc2ccc(C)cc2[nH]c1=O)N(Cc1ccco1)Cc1cccs1 (centres undefined)	5%
O=C1c2ccccc2C(O)(c2ncc[nH]2)N1C1CCCCC1 (centres undefined)	-2%
O=C(NC(=S)Nc1ccc(S(=O)(=O)Nc2nccs2)cc1)c1sc2ccccc2c1Cl	-14%
O=C(Nc1ccc2c(c1)OCCO2)c1ccc(Br)c(S(=O)(=O)N2CCOCC2)c1	10%
CCC(=O)N(CC)C1=C(O)c2ccccc2C(=O)C1=O	-14%
O=C(CCC(=O)c1ccc(F)cc1)Nc1cc(Cl)cc(Cl)c1	6%
Cc1cc(=O)oc(C)c1C(=O)NCc1ccccc1	-2%
COC(=O)C1=C(C)N(c2cccc(OC)c2)C(=O)/C1=C\c1ccccc1F	-14%
CCOc1ccc(-c2nnc3n2N=C(c2ccc(OC)cc2)CS3)cc1	-39%
CCOc1ccc(CNC(=O)C2CC(=O)N(C3CCCC3)C2)cc1OC (centres undefined)	-31%
Cc1ccc(OCC(=O)NC23CC4CC(CC(C4)C2)C3)cc1	-8%
COc1cc(/C=C2/C(=O)N(c3ccccc3)N=C2C)cc([N+](=O)[O-])c1O	-1%
CCOC(=O)c1sc(NC(=O)c2ccc(C)c([N+](=O)[O-])c2)c(C(=O)OCC)c1C	0%
CCOC(=O)c1ccc2ncc(C(=O)OCC)c(NCc3ccco3)c2c1	2%
O=C(NCc1ccccc1)c1ccc(Cn2cc(C(F)(F)F)ccc2=O)cc1	-6%
CCOC(=O)C(=CNCC(=O)O)C(=O)OCC	-5%
CC1=NN(C(=O)c2ccc(Cl)cc2)C(O)(c2ccc(Cl)cc2)C1 (centres undefined)	10%
O=C(NC1CCCCCC1)c1cccs1	3%
NC(=O)C1(NC(=O)[C@@H]2CC3(CC(c4cccc(NC(=O)c5cc([N+](=O)[O-])cc([N+](=O)[O-])c5)c4)=NO3)CN2C(=O)c2ccccc2)CC1 (some centres undefined)	-11%
COC(=O)c1nnn(-c2nonc2N)c1CSc1ccccn1	-1%
O=C(Nc1ccc(NC(=O)C2CC2)nc1)c1cccs1	1%
O=C(Cc1ccc(Cl)cc1)NNC(=O)Nc1cccc2ccccc12	-23%

Further records follow.
SMILES	mouse EphA4 binding
O=C(CSc1nc(-c2ccccc2Cl)ns1)NCc1ccco1	-6%
COc1cc(NC(=O)CCc2c(C)nc3nc(C)nn3c2C)cc(OC)c1	-16%
CCOC(=O)C1CCCN(c2c(Nc3ccc(OCC)cc3)c(=O)c2=O)C1 (centres undefined)	-8%
CCc1nn(CC(=O)NCCCN(Cc2ccccc2)C(C)C)c(=O)c2cc3sccc3n12	-12%
CCCCN(CCCC)C(=O)CSc1nc2ccccc2[nH]1	-19%
CC(NC(=O)CN1CCCC1)C12CC3CC(CC(C3)C1)C2 (centres undefined)	-6%
CCC(C(=O)NCc1ccccc1OC)n1nc(C)n2c(cc3occc32)c1=O (centres undefined)	-4%
CCCCNC(=O)CS(=O)Cc1nc(-c2ccc(C)cc2)oc1C (centres undefined)	-1%
Cc1ccc(-c2cc(NC(=O)c3cccc(C)c3)n[nH]2)cc1	3%

At a glance, part of the list above:
SMILES	mouse EphA4 binding
O=c1cc(O)n(-c2ccc(F)cc2)c(=S)[nH]1	3%
Cc1nnc(NC(=O)c2c(-c3ccccc3)noc2C)s1	-14%
Cc1cccc(OC(=O)NCCOC(=O)N(O)c2ccc(Cl)cc2)c1	-6%
CCOC(=O)C(C(=O)Nc1ccccc1C)C1CCCCC1 (centres undefined)	-4%
